Cardio protect: cardioprotection against H2O2-induced cell death, primary screen, uHTS, H9c2 cells, ATPLite luminescence | AID 588492, 2011 | H9c2 cardiomyocytes, H2O2 injury protection, 2 h | protection from H2O2 cell death, % at 20 µM | hit rate 0.63% among 360,000;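 active = compounds giving at least 50% protection of heart cells from peroxide-induced death in the single-dose screen, raw or plate-pattern-corrected value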;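 also: 0% = DMSO wells with peroxide and 100% = DMSO wells without peroxide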
ABHD5-PLIN5 inh: ABHD5-PLIN5 interaction inhibitors, primary screen, cell lysate, split luciferase complementation, luminescence; Perilipin-5 (Homo sapiens) + 1-acylglycerol-3-phosphate O-acyltransferase ABHD5 (Homo …; Split G. princeps luciferase complementation, 4 h; inhibition, % at 4 µM; hit rate 0.78% among 360,000;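 active = inhibition above the mean inhibition across every tested compound plus 3 SD, cut at about 22% in these data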;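 also: 0% = DMSO only wells and the 100% control is not disclosed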
m5-HT2A agonist: mouse Htr2a agonists via beta-arrestin recruitment, primary screen, cell-based, luminescence | CHO-K1 mHTR2A beta-arrestin complementation; percent of 30 µM serotonin response | hit rate 0.66% among 360,000 | AID 624169, 2012 | 5-hydroxytryptamine receptor 2A (Mus musculus), P35363 | activation, % at 7.6 µM;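 active = activation above a run cutoff, the mean activation of all tested compounds plus 3 SD, cut at about 14% in these data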;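 also: 0% = plate median of compound wells and 100% = 30 µM serotonin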
Target sequence (P35363 whole entry, looked up): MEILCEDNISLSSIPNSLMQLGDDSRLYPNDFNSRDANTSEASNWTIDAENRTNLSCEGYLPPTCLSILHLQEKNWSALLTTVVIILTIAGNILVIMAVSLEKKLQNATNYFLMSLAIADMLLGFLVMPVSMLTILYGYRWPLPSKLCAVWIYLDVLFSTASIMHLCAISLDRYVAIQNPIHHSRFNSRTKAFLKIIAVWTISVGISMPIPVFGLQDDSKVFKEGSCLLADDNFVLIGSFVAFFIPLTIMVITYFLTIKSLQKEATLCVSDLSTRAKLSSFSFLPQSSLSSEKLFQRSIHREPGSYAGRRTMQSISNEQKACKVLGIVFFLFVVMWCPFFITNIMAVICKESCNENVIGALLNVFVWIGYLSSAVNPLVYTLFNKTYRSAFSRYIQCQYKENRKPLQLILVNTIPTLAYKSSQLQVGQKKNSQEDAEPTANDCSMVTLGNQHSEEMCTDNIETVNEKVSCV
hiPSC survival: enhancers of single-cell hiPSC survival, primary screen, ATPlite luminescence; 100% = ROCK inhibitor wells, 0% = DMSO; survival enhancement, % at 20 µM; hit rate 0.044% among 360,000; AID 602274, 2012; in the data active = survival enhancement above about 18%;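 also: cells exposed to compounds for 16 hours before the ATP read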
Glyco luc inh: increase of ERlucT glycosylation luciferase signal, primary screen, N-linked glycosylation inhibitor project, D54 ERlucT cells, luminescence, set 2; D54 ERlucT glycosylation luciferase reporter, 24 h; percent of 100 nM tunicamycin response; reporter increase, % at 12.5 µM; hit rate 0.23% among 360,000; AID 588692, 2011;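 active = mean luciferase reporter signal, scaled so untreated is 0 and the glycosylation-blocking control 100, at or above a set limit in every replicate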;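 also: luciferase carries N-glycosylation sites so blocking glycosylation raises the light; 0% = median of neutral control wells and 100% = median of 100 nM tunicamycin wells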
MC4R antag cAMP: MC4R antagonists of cAMP signaling, primary screen, cell-based, TR-FRET, antagonist arm of biased-ligand search; inhibition, % at 6.5 µM; hit rate 0.48% among 360,000; Melanocortin receptor 4 (Homo sapiens), P32245; MC4R-expressing cells, MTII-stimulated cAMP, LANCE TR-FRET;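 active = inhibition above its plate's cutoff, the mean of tested wells on that plate plus 3 SD, cut at about 29% in these data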;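 also: 0% = Melanotan II alone and 100% = Melanotan II plus saturating MCL0020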
Target sequence (P32245 whole entry, looked up): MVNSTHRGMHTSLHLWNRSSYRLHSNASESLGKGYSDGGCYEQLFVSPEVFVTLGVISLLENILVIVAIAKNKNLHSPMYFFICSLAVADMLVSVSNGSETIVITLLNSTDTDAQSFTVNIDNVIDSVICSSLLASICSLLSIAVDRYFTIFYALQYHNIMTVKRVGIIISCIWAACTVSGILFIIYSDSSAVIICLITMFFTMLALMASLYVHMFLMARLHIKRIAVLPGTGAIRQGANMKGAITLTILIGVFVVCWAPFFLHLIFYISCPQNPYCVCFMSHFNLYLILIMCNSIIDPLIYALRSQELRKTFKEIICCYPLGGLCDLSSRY
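Material: human MC4R-expressing U2OS cells. Probe or stimulus: Melanotan II challenge. Dosing: 6.5 µM single dose. Times: 30-min compound, 1-h challenge, 1-h detection, room temperature. Technique: TR-FRET with Eu-cAMP and labeled anti-cAMP, 671 nm. Replication: singlicate.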
MC4R barr agon: MC4R agonists recruiting beta-arrestin, primary screen, cell-based, luminescence, agonist arm of biased-ligand search; Melanocortin receptor 4 (Homo sapiens), P32245; activation, % at 8.9 µM; AID 540308, 2011; hit rate 0.98% among 360,000; U2OS MC4R beta-arrestin complementation; percent of melanotan II response, DMSO zero;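 active = activation above a per-plate cutoff, the mean activation of sample wells on that plate plus 3 SD, cut at about 8% in these data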
ABCB6 inh MLPCN: ABCB6 transporter inhibitors, primary screen, K562-ABCB6 cells, flow cytometry, MLPCN library; ATP-binding cassette sub-family B member 6 (Homo sapiens), Q9NP58; K562-ABCB6 porphyrin accumulation, 1 h; stronger effect = lower value; fluorescence ratio to DMSO, % at 10 µM; hit rate 0.19% among 360,000; AID 602162, 2011;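 active = fluorescence ratio to DMSO below 75%, the collection mean minus 3 SD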;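 also: signal is porphyrin accumulated inside mitochondria; 100% equals median channel fluorescence of DMSO control wells; lower ratio means ABCB6 inhibition with less porphyrin fluorescence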
aDG glyco up: activators of alpha-DG glycosylation, primary screen, uHTS, Pro5-aDG cells, AlphaScreen; alpha-DG glycosylation AlphaScreen (IIH6); 0% Pro5, 100% B10-LARGE cell signal; activation, % at 10 µM; hit rate 0.22% among 360,000;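 active = activation of at least 8% versus controls, or a plate z-score of at least 8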;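 also: Pro5 are CHO cells carrying HIG-tagged alpha-DG that lacks glycosylation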
Granule exo inh: LAMP-1 surface exposure blockers, TALL-104 cells – cell-based, flow cytometry, MLPCN library, primary screen; inhibition, % at 10 µM; AID 651702, 2012; hit rate 0.66% among 360,000; TALL-104 LAMP-1 surface exposure; cells stimulated with thapsigargin and PMA;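 active = inhibition above about 55%, limit read from the data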
* = called active by the depositor. Random draw from the library (roughly 4.5% active in at least one column).

SMILES	Cardio protect	ABHD5-PLIN5 inh	m5-HT2A agonist	hiPSC survival	Glyco luc inh	MC4R antag cAMP	MC4R barr agon	ABCB6 inh MLPCN	aDG glyco up	Granule exo inh
CC1(c2ccc3ccccc3c2)NC(=O)N(CC(=O)N2CCC(C(N)=O)CC2)C1=O (stereo not drawn)	-4	3	-6	-0.6	0	0	0.7	98	0.1	-4
Cn1nc(C(F)(F)F)c(-c2ccc(Br)cc2)c1NC(=O)c1cccnc1	-3	-2	0	-0.6	4	25	-1.4	99	0.0	-8
Cc1ccc(C(=O)OCC(=O)N2CCc3ccccc32)cc1	-16	6	3	-0.2	1	1	-1.2	99	0.1	-2
CC(=O)OC1CC2(C)C(=O)CCC2C2CCc3cc(O)ccc3C12 (stereo not drawn)	7	5	1	0.1	-1	-9	0.0	105	-0.1	-4
CN(C)CCCNC(=O)C1(O)c2cc(Br)ccc2NC(=O)N1c1ccc(Cl)cc1 (stereo not drawn)	2	1	1	0.7	1	6	-0.5	98	-0.1	-6
Cn1c(N)c(NC(=S)NC2CCCCC2)c(=O)n(C)c1=O	1	1	7	-2.3	1	8	-0.6	116	0.2	16
Cc1ccccc1OCC(O)CN1C(=O)c2ccccc2C1=O (stereo not drawn)	0	2	0	-0.4	0	2	-1.0	98	0.0	-8
O=[N+]([O-])c1c(NCc2ccccc2)cc(N2CCc3ccccc3C2)c2nonc12	-6	-3	5	0.9	1	8	-1.6	98	0.2	-2
CC(C)NC(=S)N1CCn2c(nc3ccccc32)C1	7	2	5	-0.9	0	8	-2.1	98	-0.1	-1
N/C(=N\OC(=O)c1ccc(Cl)cc1)c1ccc(Cl)cc1	-15	-5	0	1.1	-1	7	2.1	96	0.6	1
O=C(COC(=O)c1cccs1)Nc1ccc(F)c(F)c1	-7	4	7	-0.3	0	7	0.0	99	-0.1	13
COC(=O)c1ccccc1NC(=O)CCCCCn1nnc2ccccc2c1=O	7	6	0	-0.5	0	2	-0.7	91	0.0	2
COCCN(C(=O)COC(=O)C1(C)CC1(Cl)Cl)c1c(N)n(Cc2ccccc2)c(=O)[nH]c1=O (stereo not drawn)	0	-3	-3	-0.5	2	17	-1.9	102	0.2	-1
CC(=O)Nc1ccc(-c2csc(NC(=O)C3CSC4(C)CCC(=O)N34)n2)cc1 (stereo not drawn)	6	-3	1	-0.5	-2	3	-2.9	97	0.0	4
NNC(=O)CNS(=O)(=O)c1ccc([N+](=O)[O-])cc1	0	0	-2	0.3	0	0	-2.1	101	0.2	-2
O=c1[nH]c(CN2CCN(S(=O)(=O)/C=C/c3ccccc3)CC2)nc2ccccc12	13	-6	4	1.4	-2	1	-0.6	97	0.0	-3
CC1CCc2[nH]c3ccc(C(=O)NCCCOC(C)C)cc3c2C1 (stereo not drawn)	2	0	-5	1.5	0	-9	-2.0	98	-0.3	-1
O=C(COC(=O)c1cc(Cl)ccc1O)NNC(=O)c1ccccc1F	-1	-2	-5	-1.3	2	6	-0.8	96	-0.2	-5
O=C(CN(C(=O)c1csnn1)c1ccc(Cl)cc1)NC1CCCC1	2	-7	-1	0.5	3	11	-2.8	99	0.0	-6
Cc1cc(C)cc(NC(=O)N2CCC(c3nc4ccccc4o3)CC2)c1	7	1	4	-1.5	-2	4	-0.6	99	0.5	2
Cc1ccc(C(C)C)c(OCCN)c1	-10	4	9	0.3	-1	-6	-1.1	103	0.5	0
COc1ccc(CCCN2CCC(CN3CCNC(=O)C3=O)CC2)cc1OC	19	4	1	3.6	1	0	1.1	100	0.1	-2
CC1=NN(C(=O)CCc2ccc3c(c2)OCO3)C(O)(C(F)(F)F)C1 (stereo not drawn)	-5	-6	5	-1.7	1	-3	-0.1	102	-0.2	20
CCc1nnc(NC(=O)CN2C(=O)CCC2=O)s1	8	-3	2	2.9	1	-3	1.7	103	-0.1	-3
COc1ccccc1C(=O)NNC(=S)NC(=O)c1cccs1	17	10	-6	-0.4	-3	4	-3.4	98	0.1	2

11 entries from above in another layout.
SMILES | Cardio protect | ABHD5-PLIN5 inh | m5-HT2A agonist | hiPSC survival | Glyco luc inh | MC4R antag cAMP | MC4R barr agon | ABCB6 inh MLPCN | aDG glyco up | Granule exo inh
N/C(=N\OC(=O)c1ccc(Cl)cc1)c1ccc(Cl)cc1 | -15 | -5 | 0 | 1.1 | -1 | 7 | 2.1 | 96 | 0.6 | 1
O=C(COC(=O)c1cccs1)Nc1ccc(F)c(F)c1 | -7 | 4 | 7 | -0.3 | 0 | 7 | 0.0 | 99 | -0.1 | 13
COC(=O)c1ccccc1NC(=O)CCCCCn1nnc2ccccc2c1=O | 7 | 6 | 0 | -0.5 | 0 | 2 | -0.7 | 91 | 0.0 | 2
COCCN(C(=O)COC(=O)C1(C)CC1(Cl)Cl)c1c(N)n(Cc2ccccc2)c(=O)[nH]c1=O (stereo not drawn) | 0 | -3 | -3 | -0.5 | 2 | 17 | -1.9 | 102 | 0.2 | -1
CC(=O)Nc1ccc(-c2csc(NC(=O)C3CSC4(C)CCC(=O)N34)n2)cc1 (stereo not drawn) | 6 | -3 | 1 | -0.5 | -2 | 3 | -2.9 | 97 | 0.0 | 4
NNC(=O)CNS(=O)(=O)c1ccc([N+](=O)[O-])cc1 | 0 | 0 | -2 | 0.3 | 0 | 0 | -2.1 | 101 | 0.2 | -2
O=c1[nH]c(CN2CCN(S(=O)(=O)/C=C/c3ccccc3)CC2)nc2ccccc12 | 13 | -6 | 4 | 1.4 | -2 | 1 | -0.6 | 97 | 0.0 | -3
CC1CCc2[nH]c3ccc(C(=O)NCCCOC(C)C)cc3c2C1 (stereo not drawn) | 2 | 0 | -5 | 1.5 | 0 | -9 | -2.0 | 98 | -0.3 | -1
O=C(COC(=O)c1cc(Cl)ccc1O)NNC(=O)c1ccccc1F | -1 | -2 | -5 | -1.3 | 2 | 6 | -0.8 | 96 | -0.2 | -5
O=C(CN(C(=O)c1csnn1)c1ccc(Cl)cc1)NC1CCCC1 | 2 | -7 | -1 | 0.5 | 3 | 11 | -2.8 | 99 | 0.0 | -6
Cc1cc(C)cc(NC(=O)N2CCC(c3nc4ccccc4o3)CC2)c1 | 7 | 1 | 4 | -1.5 | -2 | 4 | -0.6 | 99 | 0.5 | 2

New compounds follow
SMILES	Cardio protect	ABHD5-PLIN5 inh	m5-HT2A agonist	hiPSC survival	Glyco luc inh	MC4R antag cAMP	MC4R barr agon	ABCB6 inh MLPCN	aDG glyco up	Granule exo inh
O=C(c1ccc(N2CCN(C3CC(=O)N(Cc4cccs4)C3=O)CC2)cc1)c1cccnc1 (stereo not drawn)	8	3	-2	-0.4	2	16	0.1	90	0.5	-1
CCN(CC)C(=O)C(Oc1ccc(S(=O)(=O)N2CCCC2)cc1[N+](=O)[O-])c1ccccc1 (stereo not drawn)	-2	-8	-4	-0.6	2	1	-1.6	106	-0.1	17
O=S(=O)(NC1CCN(S(=O)(=O)c2ccc3c(c2)OCCO3)C1)c1c(F)cccc1F (stereo not drawn)	2	1	1	0.0	4	11	-2.3	97	-0.1	-2
COc1ccc(S(=O)(=O)N2CCC(C(=O)N[C@@H](C)C(=O)NCc3cccc(OC)c3)CC2)cc1	-2	0	5	0.0	2	1	-0.7	105	-0.3	15
CC(C)=CCc1c2c(c3occ(-c4ccc(O)cc4)c(=O)c3c1O)C=CC(C)(C)O2	-12	-14	1	-2.4	-9	-1	0.5	99	-0.2	-2
O=C(Cn1ncc2c1-c1ccccc1OC2)Nc1cccc(Cl)c1	-5	-1	1	-0.8	-4	0	4.2	105	-0.1	-1
CCCc1nc(SCC(=O)N2CCCc3ccccc32)c2c(=O)n(C)c(=O)n(C)c2n1	28	-1	1	-0.4	-4	18	4.2	92	-0.2	-10
CC1CCc2c(sc3ncn4c(SCC(=O)NCc5ccco5)nnc4c23)C1 (stereo not drawn)	-3	13	1	-1.8	3	-16	10*	97	0.5	12
CC(C)Oc1cccc(C(=O)NC(=S)Nc2ccc(N3CCN(C)CC3)cc2)c1	-2	3	-9	-0.4	0	4	-0.7	94	0.5	2
Cc1nc(C(=O)NCCC(C)C)sc1C1(C)CC(c2ccccc2)=NO1 (stereo not drawn)	-3	-17	-5	-0.9	-1	1	0.5	99	0.1	12
NS(=O)(=O)c1ccc(CNC(=O)c2scc3c2CCCC3)cc1	8	-2	2	1.5	-2	13	-2.2	100	-0.2	2
O=C1Nc2c(c(=O)[nH]c(=O)n2-c2ccccc2F)C(C(F)(F)F)(C(F)(F)F)N1	10	7	2	-1.7	3	3	-0.9	95	0.1	-2
COc1ccc2cc(/C(C)=N/NC(=O)c3cc(C)oc3C)ccc2c1	-3	-1	-2	0.8	2	-4	2.9	99	-0.2	-7
CC(C)Cc1nnc(NC(=O)c2ccc3c(=O)n4c(nc3c2)CCC4)s1	5	20	0	0.4	-1	-6	0.9	102	0.0	0
O=C(Cc1cccs1)NCc1ccc(F)cc1	6	2	0	0.3	2	10	-0.7	100	0.3	-1
O=C(Cc1ccccc1)NCC(=O)N1CCN(Cc2cccc(Cl)c2)CC1	-1	-3	0	0.4	-1	2	-1.1	99	-0.1	6
CCOc1ccc(NC(=O)CCS(=O)(=O)c2ccc3c(c2)CCCN3C(=O)CC)cc1	-2	1	6	-0.6	0	-5	0.8	98	-0.1	-2
Cc1c(NC(=S)N2CCN(c3cccc(Cl)c3)CC2)c(=O)n(-c2ccccc2)n1C	-6	-4	9	0.8	-2	10	-1.6	96	0.3	4
CCN1CCN(S(=O)(=O)c2ccc(C(=O)Nc3ccccc3)cc2)CC1	-1	0	-8	-0.4	-2	1	-3.1	92	-0.5	-2
O=C(c1cccs1)N(Cc1ccc(Cl)cc1)C1CCS(=O)(=O)C1 (stereo not drawn)	4	-2	-1	-0.3	0	6	-1.4	101	0.0	-1
c1ccc(Oc2ncnc3ccccc23)cc1	0	-4	16*	-1.7	0	-5	-1.6	100	0.0	2
CCOC(=O)c1c(NC(=O)COC(=O)c2ccc(O)cc2)sc(C(=O)NC)c1C	35	2	-5	-0.1	0	12	1.6	95	-0.2	4
CCOC(=O)Nc1ccc(C(=O)Oc2ccccc2)c(O)c1	-15	-3	-4	9.4	-3	-2	-0.6	97	0.3	0
O=C(O)c1ccc(O)cc1O	4	-3	-2	-1.4	1	0	-0.3	101	0.0	7
COc1cc(Cl)c(C)cc1NC(=O)CNC(=O)Cn1cnc2ccccc2c1=O	-8	5	0	0.4	1	4	0.1	102	0.2	-3
O=C(N/N=C/c1ccc(O)c([N+](=O)[O-])c1)c1ccncc1	7	2	-3	0.1	0	-5	-3.2	99	0.0	-3

Source: PubChem BioAssay
